Source: PubChem BioAssay (Sanford-Burnham Center for Chemical Genomics)
SENP8 inh: SENP8 protease inhibition | 1.2% of 330,000 active | inhibition, % at 10 µM | Q96LD8 | AID 2540 | purified SENP8, Z-RLRGG-aminoluciferin cleavage, luminescence
CCR6 antagonist: antagonists of human CCR6 receptor; 0.49% of 340,000 active; CHO-K1 CCR6 PathHunter beta-arrestin, luminescence, CCL20-stimulated; AID 493098; inhibition, % at 20 µM;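 active = compounds whose inhibition of the agonist-driven luminescence signal at 20 µM reaches about 50%, limit read from the data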;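 note: cells stimulated with CCL20 at 14 nM final; plate controls were DMSO with CCL20 for no effect and DMSO without agonist for full effect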
Apaf-1 inh: inhibitors of human Apaf-1 apoptosome | reconstituted apoptosome caspase-3 activity, DEVD-Rh110 fluorescence | inhibition, % at 20 µM | 0.71% of 330,000 active; active = inhibition of at least 40% at 20 µM;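 note: plate controls were DMSO wells for no effect and DEVD-CHO caspase inhibitor wells for full effect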
Target sequence (O14727 whole entry, looked up): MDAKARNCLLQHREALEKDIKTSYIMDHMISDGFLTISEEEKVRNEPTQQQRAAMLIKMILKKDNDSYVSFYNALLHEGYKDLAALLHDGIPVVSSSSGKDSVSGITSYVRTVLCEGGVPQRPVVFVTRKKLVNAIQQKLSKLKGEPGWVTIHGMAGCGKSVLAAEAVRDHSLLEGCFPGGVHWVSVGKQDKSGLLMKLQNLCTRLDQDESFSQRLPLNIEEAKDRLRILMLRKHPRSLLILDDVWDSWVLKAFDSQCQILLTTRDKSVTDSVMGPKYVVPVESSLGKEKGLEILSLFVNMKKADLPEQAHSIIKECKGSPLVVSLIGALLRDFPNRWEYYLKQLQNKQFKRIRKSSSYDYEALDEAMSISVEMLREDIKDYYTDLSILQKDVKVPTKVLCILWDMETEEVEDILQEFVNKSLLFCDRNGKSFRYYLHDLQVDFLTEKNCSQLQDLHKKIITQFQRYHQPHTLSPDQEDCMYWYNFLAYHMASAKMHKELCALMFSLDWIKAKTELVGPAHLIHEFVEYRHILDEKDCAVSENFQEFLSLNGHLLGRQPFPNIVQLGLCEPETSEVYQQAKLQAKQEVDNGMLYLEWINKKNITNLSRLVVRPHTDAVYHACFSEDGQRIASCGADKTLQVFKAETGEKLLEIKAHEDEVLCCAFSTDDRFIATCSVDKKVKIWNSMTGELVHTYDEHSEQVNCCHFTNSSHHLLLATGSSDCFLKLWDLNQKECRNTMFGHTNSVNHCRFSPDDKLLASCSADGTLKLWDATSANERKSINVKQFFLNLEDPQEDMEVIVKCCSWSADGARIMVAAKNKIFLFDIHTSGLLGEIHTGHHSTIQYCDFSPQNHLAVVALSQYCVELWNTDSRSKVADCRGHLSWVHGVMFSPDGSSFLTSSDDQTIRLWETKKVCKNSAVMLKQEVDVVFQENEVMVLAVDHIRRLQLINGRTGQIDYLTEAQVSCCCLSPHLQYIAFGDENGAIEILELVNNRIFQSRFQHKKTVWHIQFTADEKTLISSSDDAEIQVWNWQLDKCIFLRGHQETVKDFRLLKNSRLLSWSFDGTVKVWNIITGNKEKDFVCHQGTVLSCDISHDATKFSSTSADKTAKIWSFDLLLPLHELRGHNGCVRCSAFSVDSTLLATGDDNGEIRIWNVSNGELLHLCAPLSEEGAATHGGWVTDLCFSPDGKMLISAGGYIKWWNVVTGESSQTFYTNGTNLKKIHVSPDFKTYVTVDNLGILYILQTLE
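Material: biochemical Apaf-1 apoptosome reconstitution. Medium: Hepes buffer, pH 7.5. Also added: cytochrome c activation, bis-DEVD rhodamine 110 substrate. Timing: 30 min compound preincubation, 50 min activation, room temperature. Measured by: rhodamine 110 fluorescence at Ex 480/Em 540 nm.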
697 NFkB inh: inhibitors of the PMA/ionomycin-induced NF-kB reporter in 697 B cells; 697 B-cell NF-kB luciferase reporter, 16 h; inhibition, % at 4 µM; 0.33% of 330,000 active; in the data active = inhibition above about 35%
UBC13 polyUb: inhibitors of human UBC13 polyubiquitin chain formation | P61088 | AID 485273 | TR-FRET | 0.47% of 330,000 active | inhibition, % at 20 µM; in the data active = inhibition above about 45%, passing the limit was not always enough
EBI2 block: antagonists of human EBI2 receptor; EBI2 beta-arrestin recruitment, luminescence, 7a,25-OHC stimulated; 0.81% of 360,000 active; AID 651636; inhibition, % at 5 µM; in the data active = inhibition above about 38%;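 note: enzyme fragment complementation signal reports receptor beta-arrestin coupling in cells; 0% = agonist plus DMSO wells and 100% = wells without agonist; some results beyond the cut were filed as inactive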
Gli-Sufu block: blocks Gli-Sufu signaling in a luciferase reporter; Sufu-KO-LIGHT fibroblasts, Gli luciferase reporter luminescence; inhibition, % at 5 µM; 0.74% of 340,000 active; AID 588413;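 active = inhibition above about 55%, limit read from the data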;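 note: 0% = DMSO-treated cells and 100% = wells with medium but no cells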
Jurkat NFkB inh: inhibitors of the PMA/ionomycin-induced NF-kB reporter in Jurkat cells. PMA/ionomycin-induced NF-kB luciferase reporter, luminescence. inhibition, % at 4 µM. 0.53% of 330,000 active
Starred values were filed as active, the others as inactive; . = not tested or not shown. Cut-off read from the data, not from the text of the source, unless noted: active = inhibition above about 50%; inactive = the rest. A portion of the library; rates above refer to the full screens.

smiles,SENP8 inh,CCR6 antagonist,Apaf-1 inh,697 NFkB inh,UBC13 polyUb,EBI2 block,Gli-Sufu block,Jurkat NFkB inh
CC(C)CN(C(=O)c1cccc(S(=O)(=O)N2CCN(c3ccc(F)cc3)CC2)c1)C1CCS(=O)(=O)C1 (stereo not drawn),-3,13,17,14,4,9,7,0
C[C@H](NC(=O)CCn1nnc2ccccc2c1=O)C(=O)O,-1,-4,-8,11,7,-7,2,4
CC(C)C(=O)N1CCN(c2nc(-c3ccc(Cl)cc3)cs2)CC1,0,13,10,-2,-1,16,3,-5
CC(=O)Nc1ccc(S(=O)(=O)Nc2nnc(C3CCCCC3)s2)cc1,0,0,12,-19,-6,6,-4,-6
COc1ccc(-c2sc3ccc(OC)cc3c2-c2ccc(OC)c(F)c2)cc1,5,11,1,-2,22,18,-10,1
COc1cccc(NC(=O)CN(C)C(=O)c2ccc(S(=O)(=O)Nc3ccccc3C)cc2)c1,4,7,6,-10,1,-2,-2,-3
O=C(Nc1cccc(F)c1)N1CCC(n2c(=O)[nH]c3ccccc32)CC1,-1,-6,-8,16,7,4,12,22
O=C(CN1CCN(c2ccccc2F)CC1)N1CCc2ccccc21,1,-3,9,-17,-4,1,-5,-9
Cc1cc(C(=O)O)n(C(C)(C)C)n1,-5,9,-11,7,-2,1,-2,4
O=C1c2ccccc2C(=O)N1CCCCc1cn(C[C@H]2CC[C@H](Cn3cc(CCCCN4C(=O)c5ccccc5C4=O)nn3)O2)nn1,.,33,13,-11,.,5,3,.
COc1cccc(NC(=O)CN(C)C(=O)c2cccc(NS(=O)(=O)c3ccccc3)c2)c1,1,-5,-6,25,13,1,10,0
CN(C)CCNC(=O)CN1C(=O)CSc2ccc(S(=O)(=O)N3CCCCC3)cc21,0,-3,1,-8,3,6,47,-1
Clc1cccc(C2Nc3cccc4cccc(c34)N2)c1Cl,11,6,11,-102,-9,1,-8,1
CNC(=O)C(=O)Nc1cc2c3c(c1)CCC(=O)N3CCC2,2,13,-1,22,2,-8,3,7
CCOc1cc(C2NC(=O)c3ccccc3O2)ccc1OC(C)C (stereo not drawn),4,5,5,-38,-9,5,-1,0
Cc1cccc(C(=O)Nc2cccc(C(=O)N/N=C/c3ccc4c(c3)OCO4)c2)c1,34,11,10,-30,1,-2,-39,0
O=C(c1cnc(-c2ccccc2)s1)c1ccc(Cl)cc1Cl,0,17,2,16,5,17,-1,-1
COc1ccc(NC(=O)C2CCCO2)cc1OC (stereo not drawn),-3,-13,-22,10,14,-12,-7,7
COc1ccc(Cc2nc3ccc(C(=O)NC(C)c4cnn(C)c4)cc3o2)cc1 (stereo not drawn),-2,-3,-3,-33,-3,10,-5,19
COc1ccc(/C=C/C(=O)NC(=S)Nc2ccc(S(=O)(=O)Nc3ccc(OC)nn3)cc2)cc1,-4,12,4,-6,-15,-1,2,1
COCCn1nnnc1C(c1ccc(OC)cc1OC)N1CCN(c2ccccc2)CC1 (stereo not drawn),-1,7,11,-16,1,4,4,-8
CCC(C)c1ccccc1NC(=S)NC(=O)c1ccco1 (stereo not drawn),12,14,8,-27,9,18,5,-10
COc1ccc(C(=O)Nn2c(CC(C)C)nc3cc(Cl)ccc3c2=O)c(OC)c1,5,2,5,-13,4,8,7,8
Cc1ccc(S(=O)(=O)Nc2cccc(-c3ccc4nnc(C)n4n3)c2)s1,-8,-2,11,15,-7,-10,15,-4
CCOc1ccccc1N1CCN(C(=O)c2cn(CC3CCCCC3)nn2)CC1,6,15,13,-52,1,-2,10,-27

Just UBC13 polyUb, for 3 of the compounds above:
smiles	UBC13 polyUb
CC(C)C(=O)N1CCN(c2nc(-c3ccc(Cl)cc3)cs2)CC1	-1
CC(=O)Nc1ccc(S(=O)(=O)Nc2nnc(C3CCCCC3)s2)cc1	-6
COc1ccc(-c2sc3ccc(OC)cc3c2-c2ccc(OC)c(F)c2)cc1	22

More structures follow.
smiles,SENP8 inh,CCR6 antagonist,Apaf-1 inh,697 NFkB inh,UBC13 polyUb,EBI2 block,Gli-Sufu block,Jurkat NFkB inh
Cc1ccc(S(=O)(=O)N2CCCC(C(=O)N3CCCc4ccccc43)C2)cc1 (stereo not drawn),1,17,9,-1,-2,8,4,3
CCCOc1ccc(C2C(=O)N(C3CCCCC3)CC(=O)N2C2CC2)cc1OC (stereo not drawn),-1,1,-5,13,8,-14,9,-8
COc1ccc(NC(=O)c2cccnc2Nc2ccccc2)cc1,-5,21,-11,8,11,-10,-2,-1
O=C(COc1ccccc1Cl)NCCNC(=O)c1cccnc1,0,8,4,2,2,-10,-3,8
COc1ccc(CCc2nnc(CCC(=O)NCc3cc(C(C)C)no3)o2)cc1,-5,-3,0,-71,-8,-5,.,-28
Cc1c(NC(=O)CN(c2ccccc2)S(=O)(=O)c2ccc(F)cc2)c(=O)n(-c2ccccc2)n1C,-6,12,1,8,0,-6,-1,-9
Cc1nn(CC(=O)N2CCN(S(=O)(=O)c3ccccc3)CC2)c(C)c1[N+](=O)[O-],-10,9,1,6,1,4,-13,-4
CC[C@H]1c2[nH]c3ccccc3c2C[C@H]2C(=O)N(c3ccc(F)cc3)C(=O)N21,-2,-1,10,-14,14,48*,4,-9
CCCCCC(=O)NC(=S)Nc1ccccc1C(=O)OC,-2,-3,14,9,0,-8,1,-2
N#Cc1ccccc1/C=N/Nc1nc(-c2ccccc2)c2cc(Cl)ccc2n1,-7,7,9,-38,8,23,24,1
Cc1ccccc1-c1nc(CN2CCSCC2)c(C)o1,-6,11,9,-4,-7,8,-1,-17
CCc1ccc(N2CSC3=C(C#N)C(c4cccs4)CC(=O)N3C2)cc1 (stereo not drawn),12,9,20,6,-24,15,-10,18
Cc1ccc(NC(=O)CN(C)C(=S)NC2CC2)cc1,1,6,-8,9,-8,-11,2,9
CCOC(=O)c1cc(-c2cccs2)nn1CCC#N,3,11,-2,21,-10,-2,-7,1
Oc1ccc(Br)cc1/C=N/n1c(-c2ccccc2)n[nH]c1=S,-11,-6,15,-2,-18,-14,1,-14
COC(=O)CNC(=O)C1CCCN1C(=O)CNC(=O)OC(C)(C)C (stereo not drawn),5,-13,-16,13,-2,-5,-5,13
COc1ccccc1CNC(=O)C1CC(c2cccc([N+](=O)[O-])c2)=NO1 (stereo not drawn),-6,1,-2,-6,-2,3,1,55*
Cc1ccc(-c2nc3ccccc3s2)cc1S(=O)(=O)N1CCOCC1,-1,-2,8,-2,5,10,.,4
CCN(C(=O)c1cnc(N2CCN(c3ncccn3)CC2)c2ccccc12)c1cccc(Cl)c1,7,3,31,-83,16,14,3,-6
NC(=O)c1ccc(NC(=O)CNC(=O)c2sc3ccccc3c2Cl)cc1,-7,0,18,7,18,-11,10,6
CC1=C(C(=O)OCc2ccccc2)C(c2ccc3ccccc3c2)NC(=O)N1CCCCCC(=O)O (stereo not drawn),-12,0,14,-1,-30,.,-6,-7
FC(F)(F)c1ccc(Cl)c(N/N=C/c2ccc(N3CCOCC3)s2)c1,0,-32,16,-18,-23,10,-12,3
CCCC(O)(c1ccc(Cl)cc1)C(CN1CCOCC1)c1ccc(Cl)cc1 (stereo not drawn),-2,3,30,-9,10,7,14,29
O=C(NCc1nnnn1-c1ccc(F)c(F)c1)c1ccc2c(c1)OCO2,4,0,1,22,4,-9,-10,7
COc1c(C)cc(S(=O)(=O)NCc2ccco2)c(C)c1C,2,7,6,1,7,12,-12,-3
O=C(Nc1ccc(N2CCOCC2)cc1)C1=NN(c2ccccc2)C(=O)CC1,-6,2,0,-6,-6,-9,-17,-1
CN(CC(=O)Nc1ccc(Cl)cc1)C(=O)c1cc(-c2cccs2)nn1-c1ccccc1,-5,16,24,14,-2,-8,-8,7
COC(=O)C1=C(C)Nc2nnnn2C1c1cc(OC)ccc1OC (stereo not drawn),-4,4,-1,6,4,3,15,-2
COc1cccc(Cn2nnc(C(=O)Nc3ccc(C)cc3)c2N)c1,-6,-9,-3,-23,-4,12,-34,-22
CC(C)(C)OC(=O)NCCC(=O)N/N=C/c1ccc2nccnc2c1,-12,-4,2,-10,-5,-11,-4,-14
Cc1c(/C=N/NC(=O)COc2ccccc2[N+](=O)[O-])c2ccccc2n1C,1,2,3,8,7,3,1,19
CCN(C=NC1=NN(c2cccc(C(F)(F)F)c2)CC1)CC,7,21,10,-5,3,-22,-16,-4
Nc1cc(C(=O)OCC(=O)N2CCN(C(=O)COC(=O)c3ccc(Cl)c(N)c3)CC2)ccc1Cl,4,9,-5,19,9,-4,-11,5
O=C(c1ccc(Cn2cc([N+](=O)[O-])cn2)o1)N1N=C(C(F)F)CC1(O)C(F)F (stereo not drawn),3,12,-11,-9,-6,0,1,-7
O=c1nc(SCc2c(F)cccc2Cl)nc(-c2ccccc2)[nH]1,6,-23,-9,9,-15,.,-2,-1
COc1ccc(NC(=S)N(Cc2ccc(N(C)C)cc2)Cc2ccco2)cc1,-5,11,13,-9,-12,24,3,-1
CS(=O)(=O)N1CCN(c2ccc(NC(=S)NC(=O)c3cccs3)cc2)CC1,5,-2,-13,5,5,-4,-8,5
Cc1ccc(-c2csc(NC(=O)CN3CCC(C(N)=O)CC3)n2)cc1,-1,11,5,15,-13,11,-12,11
CCN(CC(=O)Nc1ccc(NC(C)=O)cc1)C(=O)/C=C/c1ccc(S(=O)(=O)N2CCCCCC2)cc1,-4,3,13,1,0,0,-4,14
CCN1CCCC1CN(Cc1cc2ccc(C)cc2[nH]c1=O)C(=S)Nc1ccccc1OC (stereo not drawn),-13,16,-4,1,-11,-3,2,5
COc1ccc(CNC(=O)c2cc(-c3cccs3)on2)cc1,-2,9,-13,12,11,2,-9,6
O=C(c1cnn2c(C(F)(F)F)cc(-c3cccs3)nc12)N1CCOCC1,-5,-7,2,-5,9,8,3,15
COc1ccc(CNC(=O)Cc2c[nH]c3ccccc23)cc1OC,6,6,-1,10,10,-5,0,3
Cn1c(=O)[nH]c(=O)c2c1nc1n2CCCS1,-1,19,-5,19,2,1,-52,5
CC(C)NC(=S)N/N=C/c1ccc2c(c1)OCCO2,21,10,8,-38,6,-5,-37,-27
CCOC(=O)c1ccccc1NC(=O)Cc1ccccc1OC,-2,2,11,0,12,0,-10,-5
Cc1cc(NC(=O)c2cnn3cccnc23)no1,7,-4,1,-19,-3,-9,-46,-25
O=C(CCN1C(=O)S/C(=C\c2ccccc2)C1=O)Nc1ccc(O)cc1C(=O)O,-4,21,14,-3,-19,-9,-15,6
CCOC(=O)c1ccc(NC(=O)COc2ccc(S(=O)(=O)NC(C)(C)C)cc2)cc1,5,-11,-5,20,2,-5,-1,9
COc1ccc(C(CNC(=O)CNC(=O)c2ccccc2)N2CCCC2)cc1 (stereo not drawn),6,11,-10,17,8,1,5,9

Remaining list, next part.
smiles,SENP8 inh,CCR6 antagonist,Apaf-1 inh,697 NFkB inh,UBC13 polyUb,EBI2 block,Gli-Sufu block,Jurkat NFkB inh
Cc1ccc(C)n1-n1cnc2sc3c(c2c1=O)CCC3,2,10,-15,-6,-3,-4,-5,-7
O=C1CCCC2=C1C(c1ccc(O)cc1)c1c(ccc3ccccc13)N2 (stereo not drawn),-1,11,-2,0,8,0,-1,-4
O=C(NCc1ccc(-c2csnn2)cc1)C1CC1,-8,1,6,15,-1,-4,-3,0
COc1ccc(NC(=O)CSCC(=O)N2c3ccccc3CCc3ccccc32)cc1,-3,14,12,9,10,13,66*,7
CCN(C(=O)COC(=O)[C@H](C)N=C1NS(=O)(=O)c2ccccc21)C1CCS(=O)(=O)C1 (stereo partly drawn),-3,7,-2,-1,-4,13,-2,7
Cc1ccc(-c2nnc3cccc(Cl)n23)cc1,-4,6,-3,-2,2,-5,13,3
